D1 antagonist = Antagonist of Human D 1 Dopamine Receptor: qHTS. HEK293 TREx D1 cells, calcium flux, dopamine EC80; active compounds read low. 3.2% of 360,000 active. activity change, negative = inhibition, % at 10 µM. D(1A) dopamine receptor (Homo sapiens), P21728; in the data active = activity change below about -30%; also: % is scaled to controls: 0 for no effect and ±100 for the full control effect
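Allosteric or orthosteric antagonism assessed as attenuation of the calcium response to EC80 dopamine, added 180 s after compound, in induced HEK293 Trex D1 cells loaded with no-wash calcium dye.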
RXFP1 agonist = qHTS Assay for Agonists of the Relaxin Receptor RXFP1; HEK293T-RXFP1 cAMP TR-FRET, 30 min; response scale: percent of porcine relaxin response, buffer zero; Relaxin receptor 1 (Homo sapiens), Q9HBX9; Potency, µM (doses to about 57.5 µM), for inactives: at the highest dose activation, actives largely listed as activators; 0.3% of 370,000 active; also: potency is read from the fitted curve at half-maximal effect; % is scaled to controls: 0 for no effect and ±100 for the full control effect; nearly all actives have a fitted effect of over 60% in size; many of its hits are not listed in these tables
Target sequence (Q9HBX9 whole entry, looked up): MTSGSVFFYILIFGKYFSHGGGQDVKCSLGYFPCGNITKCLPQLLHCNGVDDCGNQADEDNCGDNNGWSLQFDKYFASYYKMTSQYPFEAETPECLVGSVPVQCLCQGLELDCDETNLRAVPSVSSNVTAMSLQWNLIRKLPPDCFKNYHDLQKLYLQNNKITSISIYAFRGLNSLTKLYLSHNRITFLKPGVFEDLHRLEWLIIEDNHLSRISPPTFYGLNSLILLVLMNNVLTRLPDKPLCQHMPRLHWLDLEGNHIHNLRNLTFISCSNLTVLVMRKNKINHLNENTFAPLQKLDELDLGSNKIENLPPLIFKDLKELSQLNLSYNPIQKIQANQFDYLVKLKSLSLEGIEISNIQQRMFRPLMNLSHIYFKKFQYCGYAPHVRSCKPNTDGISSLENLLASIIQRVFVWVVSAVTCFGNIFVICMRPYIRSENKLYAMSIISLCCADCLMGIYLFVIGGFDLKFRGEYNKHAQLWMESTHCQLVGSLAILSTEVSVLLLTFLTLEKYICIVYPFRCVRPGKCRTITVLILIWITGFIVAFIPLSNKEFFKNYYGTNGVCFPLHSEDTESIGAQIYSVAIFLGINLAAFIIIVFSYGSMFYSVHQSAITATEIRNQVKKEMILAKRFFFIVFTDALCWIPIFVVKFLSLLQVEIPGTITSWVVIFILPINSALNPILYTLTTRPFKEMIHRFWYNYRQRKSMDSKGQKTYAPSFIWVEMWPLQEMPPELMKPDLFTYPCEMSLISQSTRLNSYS
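HEK293 cells stably expressing RXFP1, treated 30 min at 37C with compounds plus PDE4 inhibitor Ro 20174; cAMP measured by HTRF TR-FRET. Normalized to buffer and 29 nM porcine relaxin; EC50 by Hill fit.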
D1 agonist = Allosteric Agonists of the Human D1 Dopamine Receptor: qHTS. activation, % at 2 µM. 1% of 360,000 active. HEK293 T-REx D1 cells, calcium flux, agonist mode. D(1A) dopamine receptor (Homo sapiens), P21728; in the data active = activation above about 30%; also: 0% is about no effect
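Tetracycline-induced HEK293 TREx D1 cells, force-coupled to calcium signalling, were dye-loaded with a no-wash calcium kit. Compound was pin-added after a 10 s baseline. Fluorescence was read kinetically at 1 cycle/s for 180 s, with calcium rises flagged as agonism.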
D1 potentiator = Potentiators of Human D1 Dopamine Receptor: qHTS. HEK293 TREx D1 cells, calcium flux, dopamine EC20 potentiation. potentiation, % at 10 µM. 0.036% of 360,000 active. AID 504651, 2011; in the data active = potentiation above about 30%; also: 0% is about no effect
Glioma ERSR ind = qHTS for Inducers of the Endoplasmic Reticulum Stress Response (ERSR) in Human Glioma: qHTS; 0.02% of 420,000 active; AID 602332, 2012; U87-MG GRP78 promoter luciferase reporter, 16 h; Potency, µM, for inactives: top-dose activation, usual class: activators; also: potency is read from the fitted curve at half-maximal effect; series mostly up to about 76 µM; % of control where 0% means no effect; nearly all actives have a fitted effect of over 35% in size
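Stably transfected U87-MG human glioma cells carrying a GRP78-based luminescent sensor were seeded at 1000 cells/well, pin-dosed with compounds and incubated 16 h. Luciferase reagent was then added, and end-point luminescence was read after 10 min at room temperature.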
Vif-APOBEC3F blk = qHTS for Inhibitors of Vif-A3F Interactions: qHTS; HeLa A3F-eYFP + Vif (tagged APOBEC3F with the HIV-1 protein that degrades it), YFP fluorescence increase; Potency, µM (series often up to 46.1 µM), for inactives: at the top dose activity, negative = active; 0.2% of 390,000 active; also: potency is read from the fitted curve at half-maximal effect; % of control where 0% means no effect; nearly all actives have a fitted effect of over 65% in size
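HeLa cells stably expressing Vif plus C-terminally eYFP-tagged A3F were seeded, incubated overnight at 37 deg C, dosed with compound, incubated overnight again at 37 deg C. Yellow fluorescence (Ex 488/Em 500-530) reported blocked Vif-mediated A3F-eYFP degradation.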
D2 potentiator = HTS Assay for Positive Allosteric Modulators of the Human D2 Dopamine Receptor: Primary Screen for Potentiators; potentiation, % at 10 µM; 0.34% of 340,000 active; HEK293 T-REx D2, calcium flux, EC20 dopamine potentiation;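 active = potentiation over 3 SD above the plate norm, cut at about 30% in these data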; also: 0% is about no effect
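Primary screen. Calcium kinetics in induced HEK293 T-REx D2 cells: compound pre-addition 180 s, EC20 dopamine, 180 s more.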
LDHA inh = qHTS assay for inhibitors of human lactate dehydrogenase; activity change, % (values are at about 110 or 230 µM); purified LDHA, NADH/diaphorase-resazurin fluorescence; active compounds read low; 0.15% of 480,000 active; in the data active = activity change below about -30%; inconclusive = mostly about -25% to -30%;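 also: plate controls were DMSO wells for no effect and wells without enzyme for full effect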
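Enzyme activity of human lactate dehydrogenase 5 (2 nM; 0.06 mM NADH, 0.2 mM pyruvate, 5 min, RT) is measured via a resazurin/diaphorase fluorescence readout of residual NADH.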
Vif-A3G inh = qHTS for Inhibitors of Vif-A3G Interactions: qHTS; AID 602310, 2012; HeLa A3G-eYFP + Vif (tagged APOBEC3G with the HIV-1 protein that degrades it), YFP fluorescence, overnight; DNA dC->dU-editing enzyme APOBEC-3G (Homo sapiens), Q9HC16; Potency, µM (titrated, usually from 46.1 µM), inactives show at the highest dose activity, negative = active, usual class: inhibitors; 0.076% of 410,000 active;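 also: potency is read from the fitted curve at half-maximal effect; % is scaled to controls: 0 for no effect and ±100 for the full control effect; nearly all actives have a fitted effect of over 60% in size; hits raise eYFP signal because A3G escapes Vif-driven loss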
Target sequence (Q9HC16 whole entry, looked up): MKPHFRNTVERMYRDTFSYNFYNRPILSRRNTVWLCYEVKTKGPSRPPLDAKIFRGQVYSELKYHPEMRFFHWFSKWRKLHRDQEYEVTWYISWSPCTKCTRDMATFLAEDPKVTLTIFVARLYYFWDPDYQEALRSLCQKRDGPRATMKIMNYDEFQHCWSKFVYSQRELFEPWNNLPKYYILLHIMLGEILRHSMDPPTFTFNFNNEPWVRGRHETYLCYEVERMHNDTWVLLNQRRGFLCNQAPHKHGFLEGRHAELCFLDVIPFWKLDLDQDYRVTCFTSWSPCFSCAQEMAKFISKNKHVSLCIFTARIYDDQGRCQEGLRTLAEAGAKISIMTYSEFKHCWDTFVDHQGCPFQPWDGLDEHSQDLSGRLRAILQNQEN
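Read-out is eYFP fluorescence (Ex 488/Em 500-530) from Vif-expressing HeLa A3G-eYFP cells; more signal means A3G escaped Vif-mediated degradation. Cells plated overnight, compound pinned in, incubated overnight at 37 deg C.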
The depositor's hits bear a star; u = inconclusive; x = no result given; & = joins results of further samples. Unless noted, calls follow the shape of the dose curve; as a rule, active = well fitted curve in the direction sought with a large enough effect; inconclusive = small, poorly fitted or top-dose-only effect, or another doubt; inactive = no such curve, though single readings can be large; an effect the other way counts as inactive or inconclusive. Not all compounds are listed; rates above refer to the full screens.

| Molecule | Vif-APOBEC3F blk | D1 agonist | Vif-A3G inh | D1 antagonist | LDHA inh | D1 potentiator | D2 potentiator | RXFP1 agonist | Glioma ERSR ind |
| --- | --- | --- | --- | --- | --- | --- | --- | --- | --- |
| O=C(NCC1(O)CCCCC1)C1CCC(=O)N(CCc2ccccc2)C1 (centres undefined) | -16% | 4 | -1% | -11 | -6 | 0 | 1 | -2.1% | 0% |
| CCN(c1cccc(C)c1)S(=O)(=O)c1ccc(-c2coc(C)n2)cc1 | 0% | 1 | 4% | -17 | -2 | -6 | 6 | -0.4% | -2% |
| COc1ccc(/C=N/N=C2/NC(=O)C(c3ccccc3)S2)c(OC)c1 (centres undefined) | 7% | 1 | -2% | 3 | 3 | -4 | 13 | 0.0% | -4% |
| CCn1cc(SCC(=O)NCc2ccc3c(c2)OCO3)c2ccccc21 | 6% | 0 | 1% | -1 | -14 | -13 | -5 | 0.6% | -2% |
| CCN(CC)c1ccc(/C=N/O)cc1 | 1% | -3 | 2% | 18 | -4 | -6 | -4 | 4.5% | 3% |
| CCCc1cc(=O)oc2cc(OCC(=O)Nc3ccc(S(N)(=O)=O)cc3)ccc12 | -9% | 5 | 2% | -8 | -37* | -7 | -2 | 16% | 0% |
| O=S(=O)(c1ccc(=S)[nH]c1)N1CCOCC1 | -4% | 3 | 1% | -5 | 3 | -3 | 8 | 0.2% | -2% |
| Cc1c(Cl)cccc1NC(=O)c1cc(S(=O)(=O)N2CCOCC2)cn1C | -7% | 1 | 0% | -10 | -4 | -11 | -2 | 1.8% | -1% |
| COc1cc2c(cc1OC)C(c1cc(OC)c(O)c(OC)c1)CC(=O)N2 (centres undefined) | -10% | 7 | 1% | -1 | 9 | 2 | 6 | 0.2% | -2% |
| O=C(NC1CCCC1)C(c1ccc(Cl)cc1)N1CCOCC1 (centres undefined) | 0% | -2 | -1% | 8 | -5 | 2 | -3 | 0.3% | -2% |
| Cc1ccc(-c2nnc(SCC(=O)Nc3nccs3)n2N)cc1 | 2% | 3 | -2% | -23 | -13 | -2 | -1 | 0.2% | 4% |
| COc1ccccc1CNC(=O)CCC1N=C2c3ccccc3N=C(SCC(=O)NCCc3ccc(OC)c(OC)c3)N2C1=O (centres undefined) | -8% | 0 | 4% | 10 | -12 | -1 | 6 | 1.9% | -2% |
| O=C1CCCN1CCC1CCN(C(=S)Nc2ccc(F)cc2)CC1 | u | 2 | 0% | -1 | 2 | -2 | x | -1.3% | 0% |
| COCCNC(=O)CSc1nc(-c2ccc(F)cc2)[nH]c1-c1ccc(Cl)cc1 | 3% | 8 | 3% | -5 | -8 | -3 | -22 | -9.1% | -3% |
| Cc1cccc(C)c1NC(=S)N/N=C1\CC2CC=CC12 (centres undefined) | u | 1 | -4% | 6 | -7 | -1 | 3 | -1.4% | -1% |
| CSc1ccc(CNC(=O)c2ccc(NC(=O)c3nsc4ccccc34)cc2)cc1 | -23% | 3 | -11% | 6 | 0 | -4 | 6 | 6.6% | -8% |
| COC(=O)/C(C#N)=C/c1c(Oc2cc(C)cc(C)c2)nc2ccccn2c1=O | 0% | 4 | 2% | -5 | -4 | -10 | 0 | 5.8% | -4% |
| CCCN(CCC)c1c([N+](=O)[O-])c(=O)oc2ccccc12 | -5% | 2 | -4% | -18 | -3 | -2 | -12 | 1.6% | -3% |
| Cn1nccc1-c1cc(Cl)cc(Cl)c1O | -3% | 2 | -1% | -8 | 1 | -6 | -10 | 2.5% | 2% |
| O=C(CN1CCOCC1)NCc1ccccc1 | -2% | 2 | 4% | -3 | -7 | 6 | 3 | -0.5% | -4% |
| O=c1[nH]c(SCc2ccccc2Cl)nc2c1cnn2-c1ccccc1 | u | -1 | 0% | -22 | -2 | -2 | -2 | 0.5% | -4% |
| COCCNc1cc(C)c(C#N)c2nc3ccccc3n12 | 14% | 6 | 1% | -2 | -2 | -2 | -8 | 0.3% | -4% |
| COCCn1c(=O)[nH]c2cc(C(=O)Nc3cccc(C(C)=O)c3)ccc2c1=O | 9%&-2% | 0&-1 | -6%&0% | -1&4 | -1&-11 | -5&1 | -7 | 7.0%&-3.7% | 3%&-2% |
| CC(C)C(=O)Nc1cccc(NC(=O)c2cccc(Br)c2)c1 | -14% | 5 | -11% | -32* | -4 | -11 | -10 | 0.0% | 1% |
| CN(C1CCS(=O)(=O)C1)S(=O)(=O)c1ccc2ccccc2c1 (centres undefined) | 7% | 0 | 1% | -5 | -1 | -7 | 6 | 0.6% | 0% |
| O=c1[nH]c(-c2ccccc2)nc(-c2ccccc2)c1Cl | 2% | x | 6% | x | -2 | x | x | x | -4% |
| C[C@H](N)c1nnc(SCC(N)=O)o1 | 0% | 1 | 6% | 28 | -3 | 1 | -5 | -1.2% | 0% |
| CCC[C@@H](CN1CCC[C@H]1CN1C(N)=NC[C@H]1CC(C)C)N1C[C@@H](Cc2ccccc2)N(CCCC2CCCC2)C1=N | 2% | x | 1% | x | 2 | x | x | x | -2% |
| Cc1cc(C(=O)Cn2nnc3ccccc3c2=O)c(C)n1Cc1cccs1 | 1% | 5 | 2% | 5 | 1 | -6 | 7 | 1.5% | -14% |
| O=S(=O)(c1ccc(Cl)cc1)N1CCC(n2cnc3cc(C(F)(F)F)ccc32)CC1 | 3% | x | 2% | x | -4 | x | x | x | -3% |
| CN(CC(=O)Nc1ccccc1N1CCOCC1)S(=O)(=O)c1ccc(Cl)cc1 | -7% | -1 | -7% | x | -2 | -1 | 1 | 2.3% | -8% |
| O=C(NCC1CCCO1)C1CCCN1C(=O)Nc1ccc(Cl)c(Cl)c1 (centres undefined) | -2% | 1 | -9% | -2 | -3 | -1 | 6 | 0.1% | -1% |
| CCOC(=O)CSc1nnc(-c2cccs2)n1-c1ccccc1 | 4% | -1 | 1% | -11 | 0 | -1 | 32* | 3.6% | -1% |
| CCOc1ccc(N2CC(C(=O)Nc3nnc(Cc4ccccc4)s3)CC2=O)cc1 (centres undefined) | 10% | 4 | -4% | -3 | -5 | x | -3 | 2.3% | -3% |
| Cc1ccc(OCCNC(=O)c2ccccc2N)cc1 | 0% | 0 | -2% | 7 | 2 | -1 | 3 | -0.2% | -2% |
| Cc1c(NC(=O)C2CCN(S(=O)(=O)c3ccccc3)CC2)c(=O)n(-c2ccccc2)n1C | -12% | 3 | -1% | 25 | -7 | 3 | -12 | 0.3% | -2% |
| Nc1nc(NS(=O)(=O)c2ccc(Cl)cc2)nn1-c1ccccc1 | -6% | 0 | 0% | -25 | -14 | 9 | 1 | -5.2% | -1% |
| O=S(=O)(NC1CCCC1)c1ccc(S(=O)(=O)N2CCc3ccccc32)cc1 | -1% | 1 | -4% | -8 | -1 | 0 | 15 | -3.3% | 1% |
| CCOC(=O)c1ccc2c(c1)[n+](CC)c(C)n2-c1ccccc1 | 10% | 0 | -1% | 0 | -21 | -4 | -4 | 1.4% | -5% |
| COc1ccc(S(=O)(=O)Nc2cc3c4c(c2)C(C)C(=O)N4CCC3)cc1OC (centres undefined) | -4% | 1 | 0% | -13 | 17 | 1 | 9 | 0.6% | -2% |
| CC(C)Cn1ccc(=O)n(CC(C)C)c1=O | 20% | 3 | 3% | -9 | -1 | 0 | 12 | -0.8% | -5% |
| Nc1ccc(C(=O)N/N=C\c2cc(N=Nc3cccc4ccccc34)ccc2O)cc1 | 5% | -2 | -1% | -10 | -9 | 0 | -4 | -0.6% | 7% |
| OC(C#CCN1CCCC1)(c1ccccc1)c1cccc(F)c1 (centres undefined) | 0% | 7 | 1% | 2 | -7 | -1 | -37 | -0.6% | 0% |
| COc1ccc(C(=O)NCc2nnc(SCC(=O)Nc3cc(C)on3)o2)cc1OC | 8% | 2 | 0% | 10 | -3 | -1 | 11 | 0.2% | -6% |
| CCOCCCN(Cc1ccco1)C(=O)c1cc2c(s1)-c1c(C)cccc1OC2 | 4% | 6 | -11% | -12 | -3 | -6 | -9 | 0.9% | -5% |
| CCNc1nc(NC(C)C)nc(ON=C(C)C)n1 | x | 3 | x | -1 | x | -4 | 7 | 0.4% | x |
| CCOc1ccc(-c2nnc(-c3cccs3)o2)cc1 | -2% | 2 | 2% | -24 | -12 | -6 | -6 | -0.1% | -6% |
| O=C(COC(=O)c1ccc(OC(F)F)cc1)NCCC1=CCCCC1 | 0% | 13 | 0% | -3 | -10 | x | 0 | 1.2% | -2% |
| C[C@H](NC(=O)N1CCn2c1nc1ccccc12)C(=O)NC1CCCCC1 | 2% | 2 | 0% | 1 | -3 | -2 | -6 | 3.0% | -2% |
| Cc1ccc(/C=N/N=C2/NC(=O)C(CC(=O)Nc3ccccc3)S2)o1 (centres undefined) | 0% | 1 | 2% | -3 | -2 | -11 | x | -0.3% | 6% |
| Cc1ccc(C)c(S(=O)(=O)N2CCCCC2CCNC(=O)C(=O)NCc2ccccn2)c1 (centres undefined) | -14% | 0 | -1% | 0 | -1 | -2 | 2 | -0.1% | -2% |
| CCc1ccccc1NC(=O)Cn1ccn(Cc2ccccc2)c(=O)c1=O | -5% | 5 | -4% | -6 | 0 | -3 | 2 | -2.3% | -2% |
| Cc1ccc(OCC(=O)Nc2ccc3c(c2)C(=O)N(CCC(=O)O)C3=O)cc1 | 9% | 3 | 0% | 29 | -5 | -5 | 10 | 0.2% | 0% |
| CC(C)N1CC2(CC(c3ccc(Cl)cc3Cl)=NO2)CN1C(=O)c1ccc(C(C)(C)C)cc1 (centres undefined) | 9% | x | -7% | x | -5 | x | x | x | -3% |
| CCc1ccc(-c2nn(Cc3ccccc3)cc2C(=O)NCC2CCCO2)cc1 (centres undefined) | 2% | 0 | -6% | 9 | 1 | -2 | x | 1.3% | 4% |
| CSc1ccc(NC(=O)C2CCN(c3ncccn3)CC2)cc1 | 3% | 1 | 1% | -2 | 3 | 0 | -5 | u | -1% |
| O=C(CSc1nc2[nH]ncc2c(=O)[nH]1)c1ccc(Cl)cc1 | x | 2 | x | 0 | x | 2 | 2 | 16% | x |

Screening results (PubChem)
